# HT1080 IDH1KD tx: toxicity to HT-1080 IDH1 knockdown cells (counter line). Potency, µM (highest dose often 46.1 µM), inactives show at the top dose activity, negative = toxicity, hits mostly cytotoxic. HT-1080 IDH1 knockdown viability, ATP luminescence, 48 h. 360,000 compounds, 2% hits. AID 686971;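 also: potency is read from the fitted curve at half-maximal effect; 0% = DMSO wells and -100% = cell-free medium wells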
#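 CellTiter-Glo luminescence after 48 h compound exposure at 37 degrees C of IDH1-knockdown HT-1080 cells in 5% FBS RPMI. %Activity scaled between DMSO wells and cell-free media wells, with curves fitted and assigned curve classes.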
# KB-V1 cytotox: KB-V1 MDR subline cytotoxicity; KB-V1 MDR cells viability, CellTiter-Glo, 72 h; 400,000 compounds, 3.4% hits; AID 1347076; Potency, µM (top dose mostly 46.1 µM), without a hit: at the highest dose activity change, negative = cytotoxicity, hits mostly cytotoxic; also: potency is read from the fitted curve at half-maximal effect; % is scaled to controls: 0 for no effect and ±100 for the full control effect; nearly all actives have a fitted effect of over 60% in size
#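 Cells of the MDR subline KB-V1 are plated, dosed with compound at multiple concentrations, and incubated 72 h at 37 degrees C; CellTiter-Glo is then added and luminescence read after 10 min.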
# IL-1B inflam inh: blocks inflammasome-driven IL-1 beta release. THP-1 LPS/ATP IL-1B secretion, AlphaLISA, 16 h; hits give low values. activity change, % at 57.5 µM. 360,000 compounds, 4.7% hits. AID 743279; in the data active = activity change below about -50%; inconclusive = mostly about -30% to -49%; also: % is scaled to controls: 0 for no effect and ±100 for the full control effect
#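 Secreted IL-1B measured by AlphaLISA bead assay after 16 h compound exposure of THP-1 cells; compounds (final up to 57.5 uM) added 1 h before LPS (250 ng/mL) and ATP (1.25 mM) stimulation; lower signal means less secretion.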
# KB-3-1 tox: kills parental KB-3-1 adenocarcinoma cells; KB-3-1 viability, CellTiter-Glo ATP luminescence, 72 h; 400,000 compounds, 1.4% hits; Potency, µM (doses to about 46.1 µM), inactives show at the highest dose activity change, negative = cytotoxic, hits mostly cytotoxic; also: potency is read from the fitted curve at half-maximal effect; % is scaled to controls: 0 for no effect and ±100 for the full control effect; nearly all actives have a fitted effect of over 60% in size
#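 Cytotoxicity measured as CellTiter-Glo luminescence after 72 h at 37 C. Compound titrations were pinned onto drug-naive KB-3-1 parental adenocarcinoma cells grown in DMEM with 10% FBS, and normalized data fitted to concentration-response curves.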
# SW480 rerep: induces DNA re-replication in SW480 colon adenocarcinoma cells. SW480 DNA re-replication, Hoechst DNA content imaging, 48 h. Potency, µM (doses to about 46.1 µM), for inactives: at the top dose re-replication activation, most hits filed as activators. AID 624297. 340,000 compounds, 1.8% hits; also: potency is read from the fitted curve at half-maximal effect; % of control where 0% means no effect; nearly all actives have a fitted effect of over 55% in size
#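 Quantitative HTS format with DMSO vehicle controls; 48 hr drug incubation at 37 C, then 40 min Hoechst staining and scanning imager measurement at 405 nm excitation.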
# WRN inhibitor: blocks human WRN helicase | AID 651768 | Potency, µM (titrated, usually from 114 µM), without a hit: top-dose activity change, negative = inhibition, usual class: inhibitors | WRN helicase unwinding, fluorescent forked duplex, kinetic | Q14191 | 360,000 compounds, 0.46% hits; also: potency is read from the fitted curve at half-maximal effect; % is scaled to controls: 0 for no effect and ±100 for the full control effect; nearly all actives have a fitted effect of over 55% in size
# Target sequence (Q14191 whole entry, looked up): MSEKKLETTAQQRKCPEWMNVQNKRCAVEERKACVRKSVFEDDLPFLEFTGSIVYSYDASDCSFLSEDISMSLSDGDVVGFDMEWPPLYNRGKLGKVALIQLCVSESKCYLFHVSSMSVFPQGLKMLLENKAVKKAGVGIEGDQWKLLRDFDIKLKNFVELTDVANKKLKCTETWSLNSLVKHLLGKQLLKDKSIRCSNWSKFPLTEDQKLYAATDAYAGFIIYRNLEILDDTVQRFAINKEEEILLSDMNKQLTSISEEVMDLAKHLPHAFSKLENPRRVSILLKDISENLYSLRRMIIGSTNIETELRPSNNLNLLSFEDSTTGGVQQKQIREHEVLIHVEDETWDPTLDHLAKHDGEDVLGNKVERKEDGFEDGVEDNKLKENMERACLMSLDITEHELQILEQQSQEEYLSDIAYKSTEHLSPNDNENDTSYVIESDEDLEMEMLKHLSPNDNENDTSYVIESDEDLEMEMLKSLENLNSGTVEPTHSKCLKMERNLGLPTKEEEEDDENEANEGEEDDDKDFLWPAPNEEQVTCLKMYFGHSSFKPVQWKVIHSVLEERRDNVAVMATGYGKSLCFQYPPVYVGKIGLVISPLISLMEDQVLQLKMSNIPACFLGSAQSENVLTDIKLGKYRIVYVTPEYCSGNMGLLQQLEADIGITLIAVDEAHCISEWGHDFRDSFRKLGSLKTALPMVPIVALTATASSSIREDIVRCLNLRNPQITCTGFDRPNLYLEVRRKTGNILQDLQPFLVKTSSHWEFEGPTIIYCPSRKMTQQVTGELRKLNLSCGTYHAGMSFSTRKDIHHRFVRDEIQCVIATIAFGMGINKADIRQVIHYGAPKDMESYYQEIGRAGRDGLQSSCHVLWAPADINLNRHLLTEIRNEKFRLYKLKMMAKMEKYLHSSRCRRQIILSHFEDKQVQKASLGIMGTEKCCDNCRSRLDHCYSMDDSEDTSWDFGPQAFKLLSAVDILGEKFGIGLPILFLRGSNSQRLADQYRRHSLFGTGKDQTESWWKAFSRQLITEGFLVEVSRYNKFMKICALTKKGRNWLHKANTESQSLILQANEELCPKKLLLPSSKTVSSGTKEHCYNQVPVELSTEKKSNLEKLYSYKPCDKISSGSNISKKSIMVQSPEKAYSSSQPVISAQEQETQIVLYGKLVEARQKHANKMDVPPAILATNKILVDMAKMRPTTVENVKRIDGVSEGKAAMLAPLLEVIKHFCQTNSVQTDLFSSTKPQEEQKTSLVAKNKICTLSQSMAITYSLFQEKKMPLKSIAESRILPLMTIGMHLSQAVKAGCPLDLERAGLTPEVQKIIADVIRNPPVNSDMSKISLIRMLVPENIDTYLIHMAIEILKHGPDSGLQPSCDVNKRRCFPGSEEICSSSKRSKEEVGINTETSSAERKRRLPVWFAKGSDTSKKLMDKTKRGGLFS
#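 WRN at 20 nM final preincubated with compound 15 min at room temperature; reaction started with 100 nM fluorophore/quencher forked duplex oligonucleotide and 2 mM ATP final. Unwinding followed kinetically by red fluorescence (ex 525, em 598 nm).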
# HT1080NT lethal: kills 2HG-producing HT-1080-NT fibrosarcoma cells; HT-1080-NT fibrosarcoma viability, CellTiter-Glo ATP luminescence, 48 h; AID 686970; Potency, µM (highest dose often 46.1 µM), inactives show at the top dose activity, negative = less viability, actives largely listed as cytotoxic; 360,000 compounds, 1.6% hits;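 also: NT is the 2HG producing partner of a matched IDH1 knockdown line; potency is read from the fitted curve at half-maximal effect; 0% = DMSO-treated cells and -100% = media-only wells without cells; nearly all actives have a fitted effect of over 55% in size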
#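 Luminescent CellTiter-Glo readout after 48 hours of compound exposure at 37 degrees C defined viability of HT-1080-NT cells. Activity was normalized to DMSO wells and cell-free media wells; concentration-response curves were fitted and assigned curve classes.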
# MCF10A rereplic: DNA re-replication induction in MCF 10a cells | MCF 10A DNA re-replication, Hoechst nuclear intensity, 48 h | AID 624296 | 350,000 compounds, 2.9% hits | Potency, µM (titrated, usually from 46.1 µM), for inactives: at the top dose activity, positive = re-replication, most hits filed as activators; also: potency is read from the fitted curve at half-maximal effect; % of control where 0% means no effect; nearly all actives have a fitted effect of over 50% in size
# ATXN2 expr inh: reduces ATXN2 reporter expression in HEK-293 cells; HEK-293 ATXN2-luciferase reporter, luminescence, 24 h; Potency, µM (titrated, usually from 57 µM), for inactives: at the top dose activity change, negative = inhibition, actives largely listed as inhibitors; 360,000 compounds, 0.72% hits; AID 1745845; also: potency is read from the fitted curve at half-maximal effect; % is scaled to controls: 0 for no effect and ±100 for the full control effect; nearly all actives have a fitted effect of over 55% in size
#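 ATXN2-luciferase reporter cells (luciferase flanked by upstream and downstream ATXN2 gene portions) were treated 24 h at 37 °C with compounds at up to 57 uM. SteadyGlo luminescence gave expression; GF-AFC fluorescence gave viability.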
# An asterisk follows results filed as active; u = inconclusive; x = no result given; [ ] = dose if it differs, or a comment. Unless noted, calls follow the shape of the dose curve; as a rule, active = well fitted curve in the direction sought with a large enough effect; inconclusive = small, poorly fitted or top-dose-only effect, or another doubt; inactive = no such curve, though single readings can be large; an effect the other way counts as inactive or inconclusive.
SMILES,HT1080 IDH1KD tx,KB-V1 cytotox,IL-1B inflam inh,KB-3-1 tox,SW480 rerep,WRN inhibitor,HT1080NT lethal,MCF10A rereplic,ATXN2 expr inh
CN(C(=O)c1cccc(NC(=O)Cc2ccc(NC(=O)C3CCCN(C(=O)C4CCCCC4)C3)cc2)c1)C1CCC1 (stereo not given),7.5%,u,-5.7,12.5%,u,-5.9%,8.9%,u,-7.9%
O=C(Nc1c(-c2ccccc2)[nH][nH]c1=O)c1ccc(Br)cc1,9.8%,-10.9%,12.1,0.1%,x,0.5%,11.6%,x,-3.1%
COc1ccc(CNC(=O)/C(C#N)=C2\N=C(NC(=O)c3cccs3)c3ccccc32)cc1,-4.7%,-6.8%,-8.8,-20.7%,21.3%,-22.5%,-1.2%,-0.9%,-12.7%
COC(=O)c1cc(CNC(=O)c2sccc2-c2ccccc2)ccc1OC,7.6%,0.0%,11.3,-0.3%,-8.4%,8.1%,-3.2%,-7.1%,-6.4%
COc1ccccc1N(C)S(=O)(=O)c1ccc(C(=O)Nc2cccc(S(=O)(=O)N3CCOCC3)c2)cc1,u,0.0%,-8.9,u,-3.7%,-1.8%,-13.9%,u,-35.0%
CCC(=O)Nc1ccc(Cl)c(NC(=O)c2ccc(Br)o2)c1,-13.5%,-25.2%,-16.9,8.9%,-8.5%,1.3%,-2.6%,-11.3%,-5.0%
Cn1c(N)c(Sc2ccc([N+](=O)[O-])cc2)c(=O)n(C)c1=O,20.4%,2.5%,14.2,-6.1%,-4.0%,-2.1%,17.4%,7.1%,-6.8%
Cc1ccc(-n2ncc(-c3nnc(SCC(=O)NC4CCCC4)o3)c2N)cc1C,-1.3%,-24.8%,-8.2,-20.0%,x,-5.7%,u,x,-5.1%
O=C(NC(=S)Nc1ccc(Br)c(Cl)c1)C1CC1,-19.3%,-3.0%,110.6,0.0%,5.3%,-12.2%,-18.4%,13.5%,12.0%
CC(OC(=O)/C=C/c1ccco1)C(=O)NC1CCCCC1 (stereo not given),6.5%,u,9.1,-3.2%,x,-0.6%,5.8%,x,x
CN(C)CCNS(=O)(=O)c1ccc(N2CCc3ccccc32)c([N+](=O)[O-])c1,u,-17.5%,-23.1,-7.7%,5.1%,6.6%,u,u,u
CCCOc1ccc(C(=O)NNC(=S)NC(=O)c2cc(-c3ccccc3)nc3ccccc23)cc1,u,-22.0%,5.1,-1.4%,6.3%,3.4%[57.1 µM],u,2.9%,1.6%
CCOc1ccc2oc(-c3ccccc3)c(C(=O)O)c2c1,9.6%,0.0%,-1.5,-2.5%,-6.2%,0.3%[57.1 µM],26.7%,-5.5%,-3.3%
COc1cccc(CC2(CO)CCCN(C/C=C/c3ccccc3OC)C2)c1 (stereo not given),-28.9%,-16.9%,-5.3,0.4%,12.3%,-7.5%,-27.4%,7.8%,x
COc1ccc(CCC2(C)NC(=O)NC2=O)cc1 (stereo not given),0.2%,15.0%,-15.5,2.5%,-7.4%,6.0%,11.9%,-10.7%,10.5%
CC(=O)c1c(C)nc2nonc2c1N,15.8%,1.8%,18.3,21.1%,-3.4%,-6.6%,5.4%,-9.9%,-2.2%
COc1ccc(CCNC(=O)C2CCN(S(C)(=O)=O)CC2)cc1OC,-4.0%,6.3%,-5.9,11.8%,1.6%,-3.0%,0.1%,12.7%,2.6%
CC[C@]12c3[nH]c4cc(CCC(=O)N(C)C)ccc4c3CCN1C(=O)[C@@H](CC(=O)NCCC1=CCCCC1)C[C@@H]2C(=O)N1CCN(C(=O)C2CC2)CC1,4.3%,0.0%,u,0.0%,-9.4%,5.7%,-0.3%,u,11.0%
COC(C(=O)C(O)C(C)O)C1Cc2cc3cc(OC4CC(OC5CC(O)C(O)C(C)O5)C(O)C(C)O4)c(C)c(O)c3c(O)c2C(=O)C1OC1CC(OC2CC(OC3CC(O)C(OC)C(C)O3)C(O)C(C)O2)C(O)C(C)O1 (stereo not given),0.0103µM*,0.0%,-88.7*,0.184µM*,-9.5%,u,u,-10.5%,10µM*
CCn1ccnc1C(O)(c1ccccc1)c1ccccc1,6.7%,11.2%,-3.4,-0.1%,u,10.0%,6.6%,u,8.1%

# Single values from the results shown:
# Under HT1080 IDH1KD tx, CN(C(=O)c1cccc(NC(=O)Cc2ccc(NC(=O)C3CCCN(C(=O)C4CCCCC4)C3)cc2)c1)C1CCC1 (stereo not given) shows 7.5%
# Under WRN inhibitor, O=C(NC(=S)Nc1ccc(Br)c(Cl)c1)C1CC1 shows -12.2%

# Going on with the list:
SMILES,HT1080 IDH1KD tx,KB-V1 cytotox,IL-1B inflam inh,KB-3-1 tox,SW480 rerep,WRN inhibitor,HT1080NT lethal,MCF10A rereplic,ATXN2 expr inh
COC(=O)c1c(C)[nH]c(C(=O)CC#N)c1C,13.0%,-29.1%,44.3,-1.8%,-8.9%,6.6%,16.6%,7.8%,4.1%
CN1C(=O)CC(NNC(=O)c2ccc(Cl)cc2)C1=O (stereo not given),0.5%,u,-20.7,-0.4%,-10.3%,4.7%,-3.0%,-3.2%,x
COc1ccccc1CNC(=O)C(C)NS(=O)(=O)c1ccc(Br)cc1 (stereo not given),-4.0%[9.24 µM],u,9.4,-2.1%,-5.3%,0.6%,0.3%,-2.4%,-3.5%
CC[C@]12c3[nH]c4ccc(Cl)cc4c3CCN1C(=O)[C@@H](CC(=O)NCc1ccco1)C[C@@H]2C(=O)N1CCN(C(=O)C2CC2)CC1,-3.7%,13.1%,8.1,1.3%,24.2%,-0.2%,-2.4%,23.3%,4.4%
Cc1ccccc1NC(=O)CN1C(=O)c2cccnc2Oc2ccc(Cl)cc21,-1.6%,-15.6%,28.1,-3.5%,-6.3%,-9.9%,-3.7%,-5.7%,-7.3%
COc1ccc(NC(=O)CC2C(=O)N(c3ccc(OC)cc3)C(=S)N2NC(=O)c2cccc(F)c2)cc1 (stereo not given),-18.8%,u,-6.3,13.4%,-5.2%,-5.2%,-2.4%,u,10.0%
O=C1CN(C(=O)CSc2nc(-c3ccccc3)cs2)c2ccccc2N1,-2.2%,-2.5%,11.2,-2.8%,-2.0%,6.7%,3.8%,u,-2.4%
Cc1csc(SCC(=O)Nc2cc(S(=O)(=O)N(C)C)ccc2C)n1,-8.5%,-19.5%,38.1,-7.7%,-117.7%[inhibitor],-11.5%,-11.3%,-17.7%,2.3%
CCC(=O)N1CCN(c2ccc(NC(=O)c3cc4ccccc4o3)cc2)CC1,4.9%,u,-29.9,u,-1.7%,-11.9%,-0.1%,u,9.4%
COc1ccc(Oc2nc(-c3ccccc3)ncc2C(=O)O)cc1,-4.2%,24.6%,8.9,22.2%,-108.2%[inhibitor],-7.3%,-4.2%,1.9%,-0.9%
O=C1N=C(N2CCCCC2)S/C1=C\c1ccncc1,-24.7%,-0.7%,-52.0*,0.0%,-1.3%[9.22 µM],-12.1%,-27.4%,7.9%,25.6%
CCCCCC(=O)Nc1ccc(-c2nnc3n2CCCCC3)cc1,21.1%,0.0%,-18.7,11.9%,17.5%,6.0%,23.0%,1.2%,1.6%
COc1ccccc1N1CCN(C(=O)c2ccc(S(=O)(=O)N3CCCC3)cc2)CC1,20.7%,-18.4%,3.8,u,6.0%,10.1%,15.9%,4.9%,-4.8%
COc1cc(C)c(Cl)cc1S(=O)(=O)n1cnc(C)c1,0.0%,-22.4%,7.7,-3.4%,-3.1%,1.1%,8.0%,-3.1%,-3.5%
Cc1noc(C)c1COc1ccccc1C(=O)N1CCN(S(=O)(=O)c2ccc(C(C)C)cc2)CC1,-0.2%,-7.1%,-17.1,-1.3%,x,10.9%,-3.7%,x,x
Cc1sc2ncn(CC(=O)N3CCCCC3)c(=O)c2c1S(=O)(=O)N1CCC(C)CC1,18.9%,-17.3%,15.1,1.7%,-11.9%,2.6%,u,1.3%,2.1%
Clc1ccc(Cc2nc(-c3ccncc3)no2)cc1,-8.8%,-15.6%,-16.4,0.0%,12.4%,8.1%,-5.6%,20.2%,x
O=C(CSc1nc2ccccc2c(=O)n1-c1ccc(F)cc1)NCc1ccco1,-1.6%,11.6µM*,0.0,3.3%,-3.2%,-10.9%,2.8%,8.4%,-4.6%
COc1cc(C(=O)Oc2cccc(Nc3ncnc4ccccc34)c2)cc(OC)c1OC,-9.5%,u,-95.1*,0.2%,13.4%,3.1%,u,-2.6%,u
c1cncc(C(c2nnnn2C2CCCCC2)N2CCN3CCCC3C2)c1 (stereo not given),9.5%,8.5%,2.2,0.0%,-2.6%,-0.7%,0.7%,u,2.4%
CCC(CC)NC(=O)Nc1ccccc1C(F)(F)F,-0.8%,-2.2%,-11.2,-2.5%,1.4%,4.8%,-1.0%,-1.5%,-3.0%
CNC(=S)N(Cc1ccco1)Cc1cc2cc3c(cc2[nH]c1=O)OCCO3,-5.8%,-18.7%,1.2,1.6%,-11.1%,u,-1.2%,u,-15.9%
Cn1c(SCc2nnc(-c3ccccc3Br)o2)nc2sc3c(c2c1=O)CCC3,5.6%[9.24 µM],-6.1%,-29.1,-15.2%,-4.0%,-7.4%[57.1 µM],u,-3.1%,-16.4%
CCC1(CC)NC(=O)N(CC(=O)Nc2sc3c(c2C(N)=O)CCC3)C1=O,-1.1%,u,19.1,2.2%,0.2%,u,0.4%,-1.3%,8.1%

# High-throughput results as filed in PubChem.
